Bioassay records: PubChem, several laboratories
MITF act: increases MITF-driven TRPM1 promoter luciferase signal | activation, % at 12.5 µM | SK-MEL-5 TRPM1-promoter luciferase, 24 h; % of positive control, neutral wells = 0 | actives 0.75% (n = 300,000);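 active = mean activation of at least 80% with every replicate also reaching 80%; inconclusive = mean reaches 80% but some replicate falls short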;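 also: 0% = neutral control wells and 100% = parthenolide positive control wells; values of inactives mirror those of a sister screen read the other way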
RTF Ca sens act: cardiac RTF calcium sensitization; actives 0.24% (n = 340,000); activation, % at 7.2 µM; IANBD-labeled TnC RTF fluorescence at EC20 calcium; 0% EC20 calcium, 100% full calcium; P19429+P45379;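 active = activation above the mean over all tested compounds plus 3 SD, cut at about 30% in these data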;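 also: rise in fluorescence read as greater calcium sensitivity of cardiac thin filaments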
CDK5 inh: CDK5/p35 (human) kinase inhibition; Q00535+Q15078; Recombinant CDK5/p35, ADP-Glo luminescence, 60 min; inhibition, % at 10 µM; actives 0.01% (n = 330,000);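 active = highest replicate inhibition of at least 50% and at least 75% of replicates reaching 50%; inconclusive = only one of the two criteria met; inactive = both criteria failed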;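 also: plate controls were DMSO neutral control for no effect and GW8510 at 10 µM for full effect; many of its hits are not listed in these tables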
Target sequence (Q00535 whole entry, looked up): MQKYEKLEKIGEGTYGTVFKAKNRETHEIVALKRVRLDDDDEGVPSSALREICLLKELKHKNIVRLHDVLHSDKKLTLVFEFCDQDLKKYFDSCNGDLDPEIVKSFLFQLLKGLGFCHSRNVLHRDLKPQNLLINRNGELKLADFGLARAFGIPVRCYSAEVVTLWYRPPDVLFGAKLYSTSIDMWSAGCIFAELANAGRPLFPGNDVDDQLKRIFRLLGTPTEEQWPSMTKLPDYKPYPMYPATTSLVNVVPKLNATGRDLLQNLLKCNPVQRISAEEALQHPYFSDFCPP
Target sequence (Q15078 whole entry, looked up): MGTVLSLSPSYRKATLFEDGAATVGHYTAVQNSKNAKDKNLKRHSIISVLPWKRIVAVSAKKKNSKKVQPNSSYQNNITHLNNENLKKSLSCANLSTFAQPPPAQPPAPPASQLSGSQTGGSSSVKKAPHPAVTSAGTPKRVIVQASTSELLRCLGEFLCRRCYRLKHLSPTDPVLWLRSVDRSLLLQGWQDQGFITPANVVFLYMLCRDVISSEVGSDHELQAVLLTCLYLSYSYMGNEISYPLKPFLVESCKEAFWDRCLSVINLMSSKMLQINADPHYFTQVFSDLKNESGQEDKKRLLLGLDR
dFosB act: activators of mouse delta FosB homodimer; AID 493131; purified delta FosB, TAMRA-CDK5 oligo fluorescence polarization; percent of positive-control signal above neutral wells; actives 0.99% (n = 340,000); activation, % at 25 µM; P13346;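 active = mean activation above about 17%, with every replicate also reaching it, limit read from the data, passing the limit was not always enough; inconclusive = only one of the two conditions met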;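 also: fluorescence polarization rise as delta FosB binds a TAMRA Cdk5 AP-1 oligo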
Target sequence (P13346 whole entry, looked up): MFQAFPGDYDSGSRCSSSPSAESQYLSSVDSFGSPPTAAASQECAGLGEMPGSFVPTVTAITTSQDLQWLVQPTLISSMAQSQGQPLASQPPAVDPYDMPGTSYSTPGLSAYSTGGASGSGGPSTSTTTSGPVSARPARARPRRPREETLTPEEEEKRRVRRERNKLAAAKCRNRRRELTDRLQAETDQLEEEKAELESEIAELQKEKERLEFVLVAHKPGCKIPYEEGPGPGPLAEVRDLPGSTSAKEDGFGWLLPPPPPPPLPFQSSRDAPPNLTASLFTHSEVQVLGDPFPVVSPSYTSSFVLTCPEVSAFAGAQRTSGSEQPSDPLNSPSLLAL
HTR5A ag ctr: HTR5A agonism, opioid heterodimer counter-screen; P47898; actives 0.61% (n = 340,000); activation, % at 9.3 µM; HTR5A agonist assay, luminescence, cell-based; in the data active = activation mostly above about 9.5%, no sharp cut-off; inactive = mostly below about 7.6%;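 also: 0% = cells with vehicle only and 100% = reference agonist; strong numbers were not always called active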
SR-BI DiI-HDL act: activators of SR-BI mediated HDL lipid uptake; CHO ldlA[mSR-BI] cells, DiI-HDL uptake fluorescence, 3 h; 100 = double the neutral-control signal; actives 0.096% (n = 320,000); activation, % at 12.5 µM;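 active = mean replicate activation of at least 60% and every replicate at or above 60%; inconclusive = mean or all-replicate condition met, but not both; inactive = mean below 60% and not all replicates reaching 60%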;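 also: 0% = median plate neutral-control signal and 100% = twice that signal; values of inactives mirror those of a sister screen read the other way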
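Material: SR-BI-overexpressing, LDLR-lacking CHO cells | Dosing: Single compound concentration, delivered by pin transfer | Probe or stimulus: Labelled HDL, 10 µg/mL | Signal: Bottom-read cell fluorescence after medium removal, ex 550/em 595 nm | Schedule: 3 h, 37 °C | Evaluation: HDL uptake via cellular fluorescence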
PvdQ acylase: P. aeruginosa PvdQ acylase inhibition; purified PvdQ acylase, fluorescence plate reader; inhibition, % at 10 µM; actives 0.063% (n = 340,000); in the data active = inhibition above about 30%, passing the limit was not always enough; inconclusive = no clear call, values can overlap the other calls;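 also: 0% = vehicle neutral wells and 100% = reference inhibitor wells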
Rtt109 HAT inh: blocks Candida albicans Rtt109/Vps75 acetyltransferase activity; purified Rtt109/Vps75, ThioGlo CoA-SH fluorescence, 4 h; actives 0.16% (n = 330,000); Q5AAJ8; AID 540336; inhibition, % at 34.9 µM;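 active = inhibition of at least 50% in every replicate; inconclusive = best replicate reaches 50% inhibition but some replicates fall short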
SR-BI DiI inh: mouse SR-BI HDL lipid transfer inhibition; inhibition, % at 12.5 µM; actives 0.96% (n = 320,000); ldlA[mSR-BI] CHO cells, DiI-HDL uptake fluorescence, 3 h;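 active = mean replicate inhibition of at least 70% and a set share of replicates each scoring 70 or more; inconclusive = meets just one of the two criteria; inactive = fails both criteria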;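 also: 0% = median of neutral control wells and 100% = median of positive control wells; values of inactives mirror those of a sister screen read the other way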
Wnt bcat act: Wnt/beta-catenin pathway activation | AID 743398 | Wnt/beta-catenin reporter cell assay, activator, plate reader | actives 1.2% (n = 300,000) | activation, % at 9.35 µM; in the data active = activation above about 30%, passing the limit was not always enough; inconclusive = no clear call, values can overlap the other calls;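 also: 0% = neutral control wells and 100% = positive control wells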
An asterisk follows results filed as active; ? = inconclusive; . = no result given.

| nr | SMILES | CDK5 inh | MITF act | Rtt109 HAT inh | PvdQ acylase | RTF Ca sens act | Wnt bcat act | HTR5A ag ctr | dFosB act | SR-BI DiI-HDL act | SR-BI DiI inh |
| --- | --- | --- | --- | --- | --- | --- | --- | --- | --- | --- | --- |
| 1 | O=C(N/N=C/C=C/c1ccccc1)NC1CCCCC1 | 1.4 | 9 | . | 9 | 8 | 0 | -2 | -11 | -5 | 5 |
| 2 | CCOC(=O)C1(Cc2ccccc2)CCN(Cc2cnn(CC)c2)CC1 | 1.4 | -4 | 3 | -13 | -5 | -1 | -2 | -6 | 8 | -8 |
| 3 | COc1c(C=O)c(CCN(C)C(=O)c2ccc(F)cc2)cc2c1OCO2 | -2.6 | . | 6 | -4 | -3 | 0 | -3 | -2 | 10 | 7 |
| 4 | CC1CCCCC12NC(=O)N(CC(=O)c1ccc(Cl)s1)C2=O (stereo not drawn) | 1.6 | 15 | -4 | -24 | 4 | -3 | 5 | -8 | -2 | 2 |
| 5 | Cc1ccccc1OCC(=O)Nc1ccc([N+](=O)[O-])cc1 | -0.2 | 27 | 16 | 10 | 4 | 0 | -4 | -3 | -5 | 5 |
| 6 | CN1CCN(C(=O)c2ccc3c(=O)n(-c4ccc(F)cc4)c(=S)[nH]c3c2)CC1 | 0.8 | -1 | -1 | -8 | -2 | 5 | 0 | -7 | 11 | -11 |
| 7 | Clc1ccc(C2CC(c3ccco3)n3ncnc3N2)cc1Cl (stereo not drawn) | -4.0 | -7 | 3 | -9 | 8 | -2 | 4 | -9 | -22 | 22 |
| 8 | CC/C(=N\O)c1c(O)c2c(n(-c3ccccc3)c1=O)CCCC2 | 0.5 | 9 | -2 | 16 | -3 | 0 | -3 | 6 | -5 | 5 |
| 9 | CCCNC(=O)c1cc(SC)ccc1Cl | -1.3 | -7 | -1 | -3 | 2 | . | 2 | 0 | 2 | -2 |
| 10 | CCc1nnc(NC(=O)CSc2nnc(Cc3ccccc3)o2)s1 | 2.5 | 1 | -4 | -9 | -4 | -9 | -1 | -5 | 2 | -2 |
| 11 | CC1=Nn2c(nc3sc4c(c3c2=O)CCCC4)SC1 | 2.2 | 55 | 4 | -17 | -2 | 21 | -1 | -4 | 5 | -5 |
| 12 | O=C(/C=C/c1cccs1)Nc1ccc([N+](=O)[O-])cc1 | -0.2 | 68 | -3 | 1 | -4 | 31* | 2 | -4 | -19 | 19 |
| 13 | Cc1ccc2nc(SCC(=O)Nc3cc(C(F)(F)F)ccc3N3CCOCC3)[nH]c2c1 | 0.3 | . | -3 | 7 | -6 | . | 2 | 8 | -22 | 22 |
| 14 | O=C1c2ccccc2N(Cc2ccc(Cl)cc2)C2=NCCN12 | -0.4 | 5 | -6 | -9 | -5 | -2 | 11* | 6 | 0 | 0 |
| 15 | O=C(O)c1ccccc1C(=O)O | -0.4 | -7 | 11 | -8 | 2 | -2 | -1 | 2 | ? | -187 |

(more compounds)
| nr | SMILES | CDK5 inh | MITF act | Rtt109 HAT inh | PvdQ acylase | RTF Ca sens act | Wnt bcat act | HTR5A ag ctr | dFosB act | SR-BI DiI-HDL act | SR-BI DiI inh |
| --- | --- | --- | --- | --- | --- | --- | --- | --- | --- | --- | --- |
| 16 | CCOc1ccccc1N1CCN(CC(=O)N(CC(C)C)c2c(N)n(CC(C)C)c(=O)[nH]c2=O)CC1 | 0.9 | 3 | 2 | -16 | 22 | 1 | 1 | -13 | -16 | 16 |
| 17 | CCn1cc(C(=O)OCC(=O)c2ccc(Cl)cc2)c(=O)c2ccc(C)nc21 | 0.6 | 9 | 1 | -11 | -1 | -1 | 2 | 8 | -5 | 5 |
| 18 | Cc1ccc(CCNC(=O)CN2C(=O)COc3ccc(S(=O)(=O)N4CCCCC4)cc32)cc1 | 0.8 | 3 | 46 | -12 | -2 | -9 | 4 | -5 | 20 | -20 |
| 19 | O=C(Nc1ccc(Oc2ccccc2)nc1)C1CCCCN1Cc1ccco1 (stereo not drawn) | 1.6 | -4 | 21 | 1 | 5 | -5 | -3 | -9 | 1 | -1 |
| 20 | O=C(CSc1nc(-c2ccccc2)c(-c2ccccc2)[nH]1)N1CCN(S(=O)(=O)c2ccccc2)CC1 | 1.7 | 11 | -7 | -9 | 2 | 1 | 1 | -13 | -6 | 6 |
| 21 | CCC(C)NS(=O)(=O)c1ccc(S(=O)(=O)N(CCc2ccc(OC)c(OC)c2)Cc2cccs2)cc1 (stereo not drawn) | -1.5 | -17 | -1 | 4 | 6 | -1 | 8 | -7 | -3 | 3 |
| 22 | COc1ccc2c(c1)C(=O)C(=O)N2 | -1.7 | -17 | 5 | -9 | 3 | 0 | -9 | -2 | 12 | -12 |
| 23 | CCCCC1(C(=O)OCC)CC(CSC(=N)N)OC1=O (stereo not drawn) | -3.7 | 17 | -15 | -12 | -6 | -1 | 3 | 2 | 3 | -3 |
| 24 | CCc1ccc2nc(N(CCN(C)C)C(=O)c3ccc4ccccc4c3)sc2c1 | 0.5 | 29 | 8 | -5 | -2 | . | 0 | 22* | -7 | 7 |
| 25 | Cc1nnc(SCC(=O)Nc2cc(S(C)(=O)=O)ccc2Cl)n1Cc1ccccc1 | 1.8 | -5 | 3 | -16 | -3 | 3 | -2 | -7 | 0 | 0 |
| 26 | C=CCOC(=O)C1=C[C@H](c2coc3ccccc3c2=O)C[C@H](OCCCCO)O1 | -0.9 | -4 | 2 | -2 | 3 | -2 | 5 | -5 | 5 | -5 |
| 27 | Cc1cccc(NC(=O)CN2C(=O)CNC2=O)c1 | -0.4 | -12 | 1 | 3 | -6 | . | -1 | 8 | 33 | -33 |
| 28 | CSCC[C@H](NC(=O)NCc1ccccc1F)C(=O)O | 10 | -7 | 4 | 2 | -6 | . | 8 | 4 | 25 | -25 |
| 29 | O=C(c1coc(=O)c2ccccc12)N1CCN(Cc2ccccc2)CC1 | -1.4 | -8 | 0 | -6 | 7 | -4 | -2 | 1 | -5 | 5 |
| 30 | CN(CC(=O)Nc1ccccc1[N+](=O)[O-])Cc1ccc(Br)cc1 | 2.7 | -11 | -3 | -11 | 1 | -2 | 2 | -14 | -17 | 17 |

Continued.
| nr | SMILES | CDK5 inh | MITF act | Rtt109 HAT inh | PvdQ acylase | RTF Ca sens act | Wnt bcat act | HTR5A ag ctr | dFosB act | SR-BI DiI-HDL act | SR-BI DiI inh |
| --- | --- | --- | --- | --- | --- | --- | --- | --- | --- | --- | --- |
| 31 | COc1cc(/C=C2\SC(N)=NC2=O)ccc1OCC(=O)Nc1ccc(C)cc1 | -1.2 | -29 | -23 | -7 | 3 | 14 | 2 | 79* | 7 | -7 |
| 32 | COc1ccc(CN2C(=O)CCC(C(=O)O)C2c2ccccc2)cc1 (stereo not drawn) | -0.3 | -5 | 0 | 3 | 3 | 1 | 0 | -2 | 15 | -15 |
| 33 | O=C(CN1C(=O)C(=O)N(Cc2ccco2)C1=O)Nc1ccccc1 | 0.6 | -4 | -2 | -11 | -2 | -2 | -1 | -7 | 19 | -19 |
| 34 | CN1CCN(NC(=O)c2ccc(Cl)c(S(=O)(=O)Nc3ccc(Cl)cc3)c2)CC1 | -0.7 | -3 | 6 | -3 | -5 | 0 | 5 | -2 | . | . |
| 35 | COc1cccc(/C=N/NC(=O)C(=O)NCc2cccnc2)c1O | 2.9 | -12 | . | 10 | -6 | -6 | 2 | -6 | 6 | -6 |
| 36 | CCC(=O)Nc1cc(C(F)(F)F)ccc1N1CCCC1 | -0.5 | -1 | -1 | -6 | 0 | -2 | -2 | 2 | 21 | -21 |
| 37 | CC(=O)Nc1cc2nc(C)n(Cc3ccccc3)c2nc1C | -0.2 | 0 | -2 | -17 | 3 | 5 | 0 | 9 | 14 | -14 |
| 38 | Cc1c(C(=O)/C=C/N(C)C)nnn1-c1ccc(Cl)cc1C#N | 3.3 | . | -6 | -9 | 4 | 3 | 1 | -6 | 20 | -20 |
| 39 | CCc1ccc(/C(C)=N/NC(=O)c2ccc(-n3cnnn3)cc2)cc1 | 1.1 | 22 | -2 | 11 | -3 | 4 | 1 | 15 | -4 | 4 |
| 40 | O=C(O)Cn1nc(-c2ccccc2)oc1=O | 0.6 | 2 | 0 | -5 | 1 | . | -2 | 3 | 4 | -4 |
| 41 | Cc1ccccc1NC(=O)Cn1nnc(-c2ccc(N3CCOCC3)cc2)n1 | -2.4 | 10 | 1 | -9 | 5 | . | 5 | 0 | -3 | 3 |
| 42 | COc1ccccc1CC(NC(C)=O)C(=O)NC1CCN(S(=O)(=O)c2ccc(NC(C)=O)cc2)CC1 (stereo not drawn) | -0.6 | 7 | -8 | -6 | 2 | 1 | -1 | -6 | . | . |
| 43 | O=C(CN1C(=O)NC2(CCCCCCC2)C1=O)NCc1ccccc1 | 0.8 | -3 | -2 | -7 | 5 | -1 | -1 | 3 | 1 | -1 |
| 44 | C=CCn1c(=O)c2ccccc2n2c(SCc3cc(=O)n4ccsc4n3)nnc12 | 0.7 | -1 | 7 | -15 | 2 | . | 0 | -5 | 11 | -11 |
| 45 | Cc1ccc(S(=O)(=O)/N=C(/c2ccc(F)cc2)N(C)C)cc1 | 0.2 | 7 | -1 | 1 | -7 | 9 | 1 | 7 | 38 | -38 |

(next part)
| nr | SMILES | CDK5 inh | MITF act | Rtt109 HAT inh | PvdQ acylase | RTF Ca sens act | Wnt bcat act | HTR5A ag ctr | dFosB act | SR-BI DiI-HDL act | SR-BI DiI inh |
| --- | --- | --- | --- | --- | --- | --- | --- | --- | --- | --- | --- |
| 46 | Nn1c(SCC(=O)Nc2ccc3c(c2)OCCO3)nnc(CCC(=O)O)c1=O | 1.0 | -14 | 12 | -14 | 1 | 1 | -3 | 3 | 0 | 0 |
| 47 | O=C(CSc1nnc(-c2ccccc2F)o1)Nc1ccc(N2CCOCC2)cc1 | -0.4 | 32 | 1 | -3 | -1 | 14 | -2 | -6 | -5 | 5 |
| 48 | CC(C)CC(=O)Nc1ccc([N+](=O)[O-])cc1Cl | 0.2 | . | -13 | 21 | 7 | -3 | 1 | -2 | 1 | -1 |
| 49 | CCN(C(=O)COC(=O)Cc1c(F)cccc1Cl)c1c(N)n(Cc2ccccc2)c(=O)[nH]c1=O | 0.3 | 6 | -16 | 2 | 2 | 1 | -1 | -3 | 8 | -8 |
| 50 | Cn1nnnc1Sc1ncnc2scc(-c3ccccc3)c12 | -0.1 | -35 | 1 | -7 | -12 | -13 | -2 | -6 | 4 | -4 |

An unsorted share of the library (roughly 4.4% active in at least one column).
